Compound activity from PubChem BioAssay.
ATXN2 expr inh = inhibitors of ATXN2 expression; HEK-293 ATXN2-luciferase reporter, luminescence, 24 h; Potency, µM (series often up to 57 µM), for the others: at the highest dose activity change, negative = inhibition, hits mostly inhibitors; actives 0.72% (n = 360,000); AID 1745845; further: potency means the concentration at half of the fitted maximal effect; on the % scale 0 is the no-effect control and ±100 the full control effect; nearly all actives have a fitted effect of over 55% in size
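qHTS (up to 57 uM final) was run with 24 h compound exposure of reporter cells at 37 °C. Each well was multiplexed: SteadyGlo luminescence measured ATXN2-luciferase expression after a fluorogenic Gly-Phe-AFC viability readout (25 uM final).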
MCF10A rereplic = inducers of DNA re-replication in MCF 10A breast cells; MCF 10A DNA re-replication, Hoechst nuclear intensity, 48 h; Potency, µM (titrated, usually from 46.1 µM), inactives show at the highest dose activity, positive = re-replication, most hits filed as activators; actives 2.9% (n = 350,000); further: potency means the concentration at half of the fitted maximal effect; % of control where 0% means no effect; nearly all actives have a fitted effect of over 50% in size
ATXN viability = reduces viability in counter-screen for ATXN expression inhibitors; S2 cells (HEK-293 line with an ATXN2-luciferase reporter) viability, CellTiter-Fluor protease fluorescence, 24 h; actives 0.49% (n = 400,000); Potency, µM (doses to about 56.7 µM), hits mostly cytotoxic; further: potency means the concentration at half of the fitted maximal effect; nearly all actives have a fitted effect of over 40% in size
HepG2 tox = HepG2 cytotoxicity, counter-screen for TGF-b inhibitors; AID 588856; HepG2 CAGA-GFP viability, ATP luminescence, 18 h; actives 0.76% (n = 410,000); Potency, µM (titrated, usually from 46.1 µM), inactives show at the highest dose activity change, negative = cytotoxicity, most hits filed as cytotoxic; further: potency means the concentration at half of the fitted maximal effect; some results filed as inactive show a strong effect at the top dose
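HepG2 CAGA-GFP cells (1000/well, DMEM with 1% FBS) received compound, then TGF-beta at 500 pg/mL final, and were incubated 18 hours at 37 degrees C. Viability was read by CellTiter-Glo luminescence. Media-only wells were set as complete cell-killing and DMSO as no toxicity.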
IL-1B inflam inh = blocks inflammasome-driven IL-1 beta release | THP-1 LPS/ATP IL-1B secretion, AlphaLISA, 16 h; active compounds read low | activity change, % at 57.5 µM | actives 4.7% (n = 360,000) | AID 743279; in the data active means activity change below about -50%; inconclusive means mostly about -30% to -49%; further: on the % scale 0 is the no-effect control and ±100 the full control effect
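Secreted IL-1B measured by AlphaLISA bead assay after 16 h compound exposure of THP-1 cells; compounds (final up to 57.5 uM) added 1 h before LPS (250 ng/mL) and ATP (1.25 mM) stimulation; lower signal means less secretion.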
TGFb SMAD3 inh = TGF-b pathway inhibition. HepG2 CAGA-GFP TGF-b/SMAD3 reporter, GFP fluorescence, 18 h; TGF-beta stimulated, 500 pg/mL final. Potency, µM (highest dose often 46.1 µM), for the others: at the top dose activity, negative = inhibition, actives largely listed as inhibitors. actives 1.2% (n = 410,000). AID 588855; further: potency means the concentration at half of the fitted maximal effect; on the % scale 0 is the no-effect control and ±100 the full control effect; nearly all actives have a fitted effect of over 65% in size
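Inhibition was scored as loss of TGF-beta-induced (500 pg/mL final, 18 hours, 37 degrees C) GFP in HEPG2 cells carrying a CAGA-GFP reporter, in DMEM with 1% FBS. Well GFP was summed per cell; Activity was normalised to unstimulated and stimulated DMSO wells, then concentration-response fitting.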
Nrf2 activator = activates Nrf2 signaling; actives 0.31% (n = 410,000); AREc32 ARE-luciferase reporter (MCF7-derived line), luminescence, 24 h; Potency, µM (series often up to 46.1 µM), for the others: top-dose activation, most hits filed as activators; further: potency means the concentration at half of the fitted maximal effect; % of control where 0% means no effect; nearly all actives have a fitted effect of over 65% in size
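Each well held 1000 AREc32 cells, which were incubated with compound for 24 hr at 37 deg C after overnight attachment, and ARE reporter activity was quantified by firefly luciferase luminescence.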
A549 viability = kills or reduces viability of A549 cells in Nrf2 counter-screen; A549 ARE-Fluc cells, CellTiter-Fluor viability, 18-24 h; Potency, µM (top dose mostly 46 µM), without a hit: at the highest dose activity change, negative = cytotoxicity, most hits filed as inhibitors; actives 0.16% (n = 390,000); further: potency means the concentration at half of the fitted maximal effect; on the % scale 0 is the no-effect control and ±100 the full control effect
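A549 ARE-Fluc cells in 5% FBS OPTI-MEM, 5000 cells/well, rested 2 h then exposed to compounds in concentration-response for 18-24 h at 37 °C. Viability by CellTiter-Fluor fluorescence (Ex 405/Em 525) after 30 min; luciferase luminescence (BugLite, 15 min, RT) read afterwards.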
Nrf2 inh = blocks Nrf2 signaling | A549 ARE-Fluc reporter, luciferase luminescence, 18-24 h | Potency, µM (titrated, usually from 46 µM), for inactives: at the top dose activity change, negative = inhibition, hits mostly inhibitors | actives 2.1% (n = 360,000); further: potency means the concentration at half of the fitted maximal effect; on the % scale 0 is the no-effect control and ±100 the full control effect; nearly all actives have a fitted effect of over 60% in size
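A549 ARE_Fluc cells, 5000/well, 5% FBS OPTI-MEM; compounds in dose-response, 18-24 h at 37 °C/5% CO2; CellTiter-Fluor viability read (Ex 405/Em 525), then BugLite luciferase luminescence = Nrf2 activity.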
Starred values were filed as active, the others as inactive; i = inactive; ? = inconclusive; . = no result given; [ ] = remark or other dose. Unless noted, the call rests on the fitted dose curve; in most records, active means well fitted curve in the direction sought with a large enough effect; inconclusive means small, poorly fitted or top-dose-only effect, or another doubt; inactive means no such curve, though single readings can be large; an effect the other way counts as inactive or inconclusive. Random draw from the library, and some 8.8% of all compounds hit somewhere here.

Second line of a record – ATXN2 expr inh, MCF10A rereplic, ATXN viability, HepG2 tox, IL-1B inflam inh, TGFb SMAD3 inh, Nrf2 activator, A549 viability, Nrf2 inh
Cc1ccccc1/C=c1\s/c(=C\C(=O)C(C)(C)C)[nH]c1=O
→ -30.0%, 16.4µM*, ?, -14.9%, 36.5, ?, 3.0%, ?, .
CC1(C(=O)NS(=O)(=O)C2CC2)CCCN(C(=O)c2c(F)cccc2F)C1 (stereo not given)
→ 4.1%, ., i, -2.8%, -11.8, -9.7%, 0.5%, ., .
O=C(Nc1ccc2nc(SCC(=O)N3CCc4ccccc43)sc2c1)c1ccccc1F
→ 2.6%, ., i, -14.5%, ., ?, -0.3%, -5.9%, 0.0%
CC1=C(C(=O)N2CCOCC2)CC(CC(=O)NCCCN(C)C)C(=O)N1Cc1ccc(F)cc1 (stereo not given)
→ 9.6%, ., i, 1.6%, -3.6, -7.0%, -0.4%, ., .
O=C(CN1C(=O)/C(=C/c2ccccc2F)Sc2ccccc21)NCC1CCCO1 (stereo not given)
→ ., 7.3%, i, -10.8%, -8.8, -15.0%, ?, 1.4%, -7.7%
CC(=O)Nc1ccc(-n2nnnc2SCC(=O)Nc2cccc(NC(=O)c3ccco3)c2)cc1
→ 6.8%, 1.2%, i, -21.8%, -21.2, 6.6%, 2.3%, -1.4%, -17.1%
CCc1nn(CC(=O)NCc2ccc(C)cc2)c(=O)c2cc3occc3n12
→ -3.3%, ., i, 4.6%, ., ?, -1.0%, 0.6%, 2.7%
COc1ccc(S(=O)(=O)N2CCCC(C(=O)NCc3ccco3)C2)cc1OC (stereo not given)
→ -3.1%, -4.3%, i, -17.7%, 8.2, 1.0%, -0.1%, 8.2%, ?
COc1ccccc1N1CCN(CCCN2CC(=O)N3CCCCC3C2=O)CC1 (stereo not given)
→ -23.0%, 1.5%, i, 0.7%, 21.6, -4.1%, -0.5%, 8.8%, 14.1%
CCc1ccccc1NC(=O)C1CCN(c2nc3ccccc3[nH]2)CC1
→ ., ., ., 6.8%, ., 12.0%, -0.6%, 0.0%, .
O=C(NN1CC(C(=O)OCc2ccccc2F)CC1=O)c1ccccc1 (stereo not given)
→ -0.2%, 8.7%, i, -7.1%, -10.1, -3.6%, -0.2%, 1.9%, -2.0%
CCC1Sc2ccc(S(=O)(=O)Nc3ccc(OC)cc3)cc2NC1=O (stereo not given)
→ ., 26.1%, ?, -43.6%, 39.3, ?, -1.1%, 2.0%, ?
CN(c1ccc(C(=O)Nc2ccccc2Sc2ccccc2)cc1)S(C)(=O)=O
→ -7.5%, ?, i, -7.5%, -9.4, -16.1%, 6.2%, 3.1%, .
C=CCOc1ccn(C)c(=O)n1
→ ., 0.4%, i, 9.6%, 0.0, 17.3%, 0.3%, -0.1%, 2.9%
COc1cccc(-c2cnc(C(O)c3cc(F)cc(Cl)c3)[nH]2)c1 (stereo not given)
→ 15.5%, ., i, 6.6%, -4.8, 3.2%, -0.3%[9.22 µM], ., .
OCCNc1nc(Nc2ccc(Br)cc2)nc2ccccc12
→ -11.3%[11.3 µM], ?, ., 1.5%, -101.5*, ?, 5.3%, 4.7%, ?
CCOC(=O)C1(Cc2ccccc2C)CCCN(S(=O)(=O)CC)C1 (stereo not given)
→ -12.0%, 0.6%, i, -12.0%, 3.9, -8.2%, -0.3%, 2.5%, 9.2%
CC(=O)NC(=S)Nc1sc2c(c1C#N)CCCCC2
→ 113.1%[activator], ?, i, -5.7%, -74.5*, -1.4%, 5.8%, -5.6%, ?
O=[N+]([O-])c1ccccc1/C=C/CN1CCSCC1
→ ., -1.4%, i, -14.4%, -1.4, 3.7%, 3.3%, 8.7%, 2.1%
COc1ccc(C2NC(c3ccc(OC)cc3)C(C)C(=O)C2C)cc1 (stereo not given)
→ 6.8%, -3.7%, i, -3.0%, 0.0, 0.0%, -0.1%, 7.7%, 6.5%
O=C(Nc1ccccc1)N1CCN(c2ccccn2)CC1
→ 10.7%, -4.8%, ?, 3.0%, -4.1, -9.4%, 0.0%, -5.6%, 3.5%
COC(=O)C1=NN(c2ccc(C)cc2)C2C(=O)N(c3ccccc3OC)C(=O)C12 (stereo not given)
→ 26.2%, -0.2%, ., 9.2%, -8.6, -0.1%, -0.6%, -2.5%, 5.7%
COc1cc(-c2c(NC(=O)c3ccco3)oc3ccccc3c2=O)cc(OC)c1OC
→ 6.7%, -0.7%, i, -0.3%, 0.5, -1.1%, -0.6%, -2.3%, -1.0%
COc1ccc(S(=O)(=O)N2CCC(C(=O)N[C@H](C(=O)N3CCCCCC3)C(C)C)CC2)cc1
→ 12.0%, 6.3%, i, -2.0%, 0.0, 0.3%, 0.3%, 1.8%, ?
Cc1cccc(C(=O)NC2CCN(C(=O)NCc3ccccc3)CC2)c1
→ 6.2%, -22.8%, i, -0.1%, 0.7, -12.9%, -0.3%, -17.0%, -18.1%
O=C(COC(=O)c1c(Cl)ccc(Cl)c1Cl)NC1CCS(=O)(=O)C1 (stereo not given)
→ -18.7%, 15.2%, i, -3.0%, -1.2, -7.7%, 4.0%, 5.3%, 14.0%
O=C(/C=C/c1ccc(Cl)c(Cl)c1)NCc1ccco1
→ 15.2%, ?, i, -0.3%, -2.1, -2.6%, 5.4%, 5.7%, 5.0%
COC(=O)/C(C#N)=C/N(C)C
→ 5.5%, 1.0%, i, -33.5%, 4.0, 1.0%, 0.0%, -12.0%, -15.2%
Cc1ccc(Cl)cc1NC(=O)c1cccc(NC(=O)N2CCSc3ncccc32)c1
→ ., ., ., -16.7%, ., 0.0%, 3.4%, 2.0%, ?
CC1CCN(C(=O)CCC(=O)Nc2nnc(C3CCCCC3)s2)CC1
→ 6.1%, ?, i, 4.9%, 56.6, 5.8%, 0.2%, 6.3%, 9.4%
CC1(c2ccc(Cl)cc2Cl)NC(=O)N(CC(=O)Nc2cccnc2Cl)C1=O (stereo not given)
→ 30.2%, -0.3%, i, -13.1%, -12.9, ?, -0.4%, -0.3%, -9.0%
O=C(O)c1cncc(C#Cc2ccccc2)c1
→ 21.5%, ?, i, -6.8%, 26.0, 0.0%, 6.8%, -2.7%, 8.9%
COc1ccc(C(=O)/C=C(\C)Nc2ccc(NC(C)=O)cc2)cc1
→ 29.9%, ?, i, -4.4%, -9.9, -4.1%, 3.0%, 3.2%, ?
O=C(O)c1cc([N+](=O)[O-])ccc1N1CCCCC1
→ -8.9%, 2.8%, i, -23.6%, 0.0, -27.2%, -0.6%, -18.0%, 10.0%
CN(C)CCC(=O)c1cccc(Br)c1
→ ., 18.4µM*, ?, 11.2µM*, -16.9, 14.1µM*, ?, -0.1%, -4.5%
CCC(Sc1nc(-c2ccccc2)cc(=O)[nH]1)C(=O)O (stereo not given)
→ -4.7%, -0.4%, i, 6.8%, 13.9, -0.9%, -0.1%, -8.0%, 1.4%
CCC(=O)Nc1nc2ccc(NC(=O)COc3ccccc3)cc2s1
→ 4.2%, 3.2%, i, 5.6%, 10.4, 5.6%, -0.1%, -4.4%, 3.5%
O=C(/C=C/c1cccc(Cl)c1)NCCc1ccccc1
→ 27.6%, -3.7%, i, -85.5%, -6.8, -10.3%, 0.3%[9.22 µM], 17.5%, 3.0%
COc1ccc(-n2nnnc2C(c2cccs2)N2CCN(C/C=C/c3ccccc3)CC2)cc1 (stereo not given)
→ -5.8%, ., i, -20.1%, 0.0, ?, 4.5%, ., .
Cc1cc2[nH]c3ccccc3c2cn1
→ -2.0%, -1.1%, i, 0.7%, -6.3, ?, 1.8%, -9.1%, 1.9%
CCCOCC(O)CCc1n[nH]c(=S)n1-c1ccccc1 (stereo not given)
→ -0.1%[11.3 µM], 8.2%, i, 22.0%, -5.2, 18.0%, -0.2%, -0.3%, -5.2%
N#Cc1c(Nc2ccccc2)c(C=O)c[nH]c1=O
→ 30.4%, 2.6%, i, 13.9%, 17.5, 6.8%, -0.5%, 2.0%, 21.5%
Cc1ccc(C(=O)CCC(=O)N(C)CC(=O)Nc2ccccc2Br)cc1
→ -0.5%, 15.0%, i, 0.5%, -5.4, 4.0%, 0.1%, -4.9%, 9.8%
COc1ccc(NC(=O)CSc2n[nH]c(-c3ccccn3)n2)cc1
→ ?, ?, i, -35.4%, 150.2, -13.5%, 0.3%, -5.0%, ?
Nc1c(N(Cc2ccccc2)C(=O)CCc2ccccc2)c(=O)[nH]c(=O)n1Cc1ccccc1
→ 1.1%, 3.4%, i, 2.6%, -13.8, ?, -0.1%, 5.2%, -4.4%
CC1(C)CC(=O)C(C=N)=C(O)C1
→ 1.2%, -1.4%, i, 29.6%, 1.5, 0.0%, -0.1%, -1.4%, .

Entries of single compounds as entered above. Values in the order: ATXN2 expr inh, MCF10A rereplic, ATXN viability, HepG2 tox, IL-1B inflam inh, TGFb SMAD3 inh, Nrf2 activator, A549 viability, Nrf2 inh
Entry for CN(C)CCC(=O)c1cccc(Br)c1 : ., 18.4µM*, ?, 11.2µM*, -16.9, 14.1µM*, ?, -0.1%, -4.5%
Entry for Cc1cccc(C(=O)NC2CCN(C(=O)NCc3ccccc3)CC2)c1 : 6.2%, -22.8%, i, -0.1%, 0.7, -12.9%, -0.3%, -17.0%, -18.1%
